Bcl-XL Bim block: inhibitors of Bim-Bcl-XL binding, primary screen, biochemical, multiplexed, bead flow cytometry, human Bcl-XL. 190,000 tested, 0.04% active. Bim peptide-Bcl-XL binding, fluorescence. AID 1007, 2008. inhibition, % at 10 µM
Target sequence (Q07817 whole entry, looked up): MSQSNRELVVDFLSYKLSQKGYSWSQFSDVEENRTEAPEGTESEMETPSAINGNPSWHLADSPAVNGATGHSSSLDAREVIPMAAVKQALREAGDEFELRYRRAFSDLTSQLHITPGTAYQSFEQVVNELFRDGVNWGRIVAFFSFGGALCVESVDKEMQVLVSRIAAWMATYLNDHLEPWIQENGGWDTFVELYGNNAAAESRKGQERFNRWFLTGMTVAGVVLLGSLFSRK
RGS7-Gao: RGS7-Galphao binding modulators, primary screen, biochemical, multiplexed bead flow cytometry; Guanine nucleotide-binding protein G(o) subunit alpha (Homo sapiens), P09471; actives lie on both sides; binding response (% of control), % at 10 µM; 220,000 tested, 0.35% active; AID 1439, 2008; in the data active = binding response below about 49% or above about 150%; inconclusive = no clear call, values can overlap the other calls; inactive = in between;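 also: fluorescent Galphao held in activated GDP-AlF4 state binding bead-coupled RGS7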
RGS8-Gao: RGS8-Galphao binding modulators, primary screen, biochemical, multiplexed bead flow cytometry; Guanine nucleotide-binding protein G(o) subunit alpha (Homo sapiens), P09471; actives lie on both sides; response (percent of control binding), % at 10 µM; 220,000 tested, 0.34% active; in the data active = response below about 60% or above about 140%; inactive = in between;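 also: Galphao activated as the GDP aluminium fluoride complex binding bead-coupled RGS8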
Bfl-1 Bim block: inhibitors of Bim binding to Bfl-1, primary screen, biochemical, multiplexed, bead-based flow cytometry; AID 1008, 2008; inhibition, % at 10 µM; Bcl-2-related protein A1 (Homo sapiens), Q16548; Bim-Bfl-1 binding inhibition; 190,000 tested, 0.12% active;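 also: 0% = wells without compound plus tracer and 100% = blocker peptide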
GSH bead fluor: compound fluorescence on glutathione beads, profiling panel, artefact control, biophysical, 488/530 nm, flow cytometry. GSH beads flow cytometry, compound fluorescence 488/530 nm; stronger effect = higher value. AID 1776, 2009. 190,000 tested, 0.25% active. fluorescence (KMESF) at 10 µM; in the data active = fluorescence above about 89;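 also: glutathione beads carrying GST-tagged Bcl family fusion proteins plus one bare bead set; values are compound well signal with DMSO vehicle wells as background; inactives centre near 16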
Bcl-2 Bim block: inhibitors of Bim-Bcl-2 binding, primary screen, biochemical, multiplexed, human Bcl-2 family | AID 950, 2007 | 190,000 tested, 0.06% active | inhibition, % at 10 µM | Bead-based flow cytometry, Bim peptide-Bcl-2 binding; in the data active = inhibition above about 40%; inconclusive = no clear call, values can overlap the other calls;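 also: 0% = no compound wells with probe peptide and 100% = reference peptide inhibitor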
Bcl-B Bim block: inhibitors of Bim-Bcl-B binding, primary screen, biochemical, multiplexed, human Bcl-2 family. Bcl-2-like protein 10 (Homo sapiens), Q9HD36. bead-based flow cytometry, Bim peptide-Bcl-B binding. inhibition, % at 10 µM. 190,000 tested, 0.073% active. AID 951, 2007;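 also: 0% = tracer peptide without compound and 100% = reference inhibitor peptide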
Target sequence (Q9HD36 whole entry, looked up): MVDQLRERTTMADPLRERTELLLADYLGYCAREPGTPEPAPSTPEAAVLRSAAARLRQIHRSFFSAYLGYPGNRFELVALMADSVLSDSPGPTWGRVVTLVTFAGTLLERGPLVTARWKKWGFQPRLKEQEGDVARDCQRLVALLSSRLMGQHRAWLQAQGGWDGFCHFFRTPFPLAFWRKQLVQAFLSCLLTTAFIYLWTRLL
Mcl-1 Bim block: inhibitors of Bim peptide binding to Mcl-1, primary screen, biochemical, bead-based flow cytometry, multiplex | AID 1009, 2008 | Bim peptide-Mcl-1 binding | inhibition, % at 10 µM | Induced myeloid leukemia cell differentiation protein Mcl-1 (Homo sapiens), Q07820 | 190,000 tested, 0.1% active;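 also: 0% = no compound tracer wells and 100% = peptide blocker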
Target sequence (Q07820 whole entry, looked up): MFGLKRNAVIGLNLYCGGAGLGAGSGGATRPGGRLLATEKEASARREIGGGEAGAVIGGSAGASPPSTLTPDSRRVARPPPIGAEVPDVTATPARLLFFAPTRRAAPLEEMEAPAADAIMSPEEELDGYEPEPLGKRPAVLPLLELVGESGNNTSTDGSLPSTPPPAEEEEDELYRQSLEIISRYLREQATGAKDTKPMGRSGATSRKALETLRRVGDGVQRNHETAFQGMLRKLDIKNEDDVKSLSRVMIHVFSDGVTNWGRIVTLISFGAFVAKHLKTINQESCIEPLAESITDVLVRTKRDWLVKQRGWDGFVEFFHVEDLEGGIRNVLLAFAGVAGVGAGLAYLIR
Bcl-W Bim block: inhibitors of Bim binding to Bcl-W, primary screen, biochemical, multiplexed, bead-based flow cytometry. Bcl-2-like protein 2 (Homo sapiens), Q92843. Bim peptide-Bcl-W binding. inhibition, % at 10 µM. 190,000 tested, 0.02% active. AID 952, 2007;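 also: 0% = bound tracer without compound and 100% = peptide blocker; higher means less fluorescent Bim peptide bound to Bcl-W beads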
Target sequence (Q92843 whole entry, looked up): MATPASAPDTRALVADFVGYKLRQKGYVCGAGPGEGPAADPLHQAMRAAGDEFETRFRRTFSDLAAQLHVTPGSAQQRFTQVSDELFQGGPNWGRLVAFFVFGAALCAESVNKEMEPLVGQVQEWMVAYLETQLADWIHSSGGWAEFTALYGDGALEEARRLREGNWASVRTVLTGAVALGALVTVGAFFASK
RGS4-Gao reg: modulators of RGS4 binding to Galphao, primary screen, biochemical, multiplexed bead flow cytometry | binding response (% of control), % at 10 µM | 220,000 tested, 0.33% active | AID 1415, 2008 | actives lie on both sides | Guanine nucleotide-binding protein G(o) subunit alpha (Homo sapiens), P09471; in the data active = binding response below about 49% or above about 150%; inactive = in between;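 also: fluorescent Galphao activated with aluminum fluoride binding bead-coupled RGS4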
Mcl1-Bid inh: Mcl-1/Bid binding inhibitors, primary screen, biochemical, TR-FRET, 1536-well | Induced myeloid leukemia cell differentiation protein Mcl-1 (Homo sapiens), Q07820 | TR-FRET Mcl-1/Bid-Dy647 peptide binding | inhibition, % at 21.7 µM | 220,000 tested, 0.97% active;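 active = compounds that cut the binding signal by more than half at the single screening dose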;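 also: His-tagged Mcl-1 with europium anti-His antibody binding Bid BH3 peptide; 0% = Mcl-1 plus peptide wells and 100% = peptide-only wells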
Starred values were filed as active, the others as inactive; u = inconclusive. Rule as the data show it, unless noted: active = inhibition above about 40%.

SMILES	Bcl-XL Bim block	RGS7-Gao	RGS8-Gao	Bfl-1 Bim block	GSH bead fluor	Bcl-2 Bim block	Bcl-B Bim block	Mcl-1 Bim block	Bcl-W Bim block	RGS4-Gao reg	Mcl1-Bid inh
Cc1cc(NC(=O)CCC(=O)N(CC(=O)NC2CCCC2)Cc2cccs2)no1	-2	98	101	-5	11	-2	-4	0	-1	98	8
CCCOc1ccc(C(=O)CCC(=O)OCC(=O)Nc2ccc(Oc3ccccc3)cc2)cc1	-6	97	101	-8	14	-9	-6	-2	-5	101	-13
CC(C)(C)OC(=O)N[C@@H](Cc1ccccc1)c1nnc(SCC(=O)O)o1	-16	97	103	-16	41	-8	-6	-2	-2	102	-3
Cn1ccs/c1=N\S(=O)(=O)c1ccc(F)cc1	-8	99	100	-21	27	-10	-9	-4	-2	95	-26
CCCC(=O)NCCCc1nc2ccccc2n1CC	-4	98	101	-11	18	-13	-5	-3	0	97	-11
Cc1ccc(C(c2sc3nc(C)nn3c2O)N2CC(C)OC(C)C2)cc1 (stereo not drawn)	-1	96	99	-6	13	-3	-4	0	1	95	-30
CCOC(=O)c1ccc(NC(=S)Nc2ccccn2)cc1	-3	103	101	-8	22	-6	-4	1	2	105	-1
Cc1nnc(NC(=O)CSc2nnc(CCc3nc4ccccc4[nH]3)n2C)s1	-5	97	104	-1	5	3	-1	0	-3	103	3
Cc1cc(C)c(N(CC(=O)NC(C)(C)C)C(=O)CNC(=O)c2cccs2)c(C)c1	-3	101	99	-5	10	-3	-3	-1	0	94	-27
O=C(CN(C(=O)CNS(=O)(=O)c1ccccc1)C1CCCC1)NCC1CCCO1 (stereo not drawn)	-4	105	102	-4	20	-3	0	-3	-4	102	-11
CC(C)NC(=O)C1CCN(C(=O)c2ccc(-c3ccccc3)cc2)CC1	0	100	101	0	12	4	0	-2	0	100	-20
O=C(Nn1c(C2CCCCC2)nc2ccccc2c1=O)c1ccc([N+](=O)[O-])cc1Cl	-2	100	102	-1	6	0	0	0	-3	101	-14
CC(=O)N1CC=CC1(CC(C)C)C(=O)NCc1cc(F)cc(C(F)(F)F)c1 (stereo not drawn)	-3	103	102	0	15	2	-5	12	0	105	4
CCC(C)NCCOCCOc1ccc(Cl)cc1Br (stereo not drawn)	0	u	103	-4	17	0	0	0	-2	101	19
CC(C)OC(=O)c1cccnc1N1CCN(c2cccc(Cl)c2)CC1	-4	98	102	-3	19	1	-2	-1	1	101	-8
CCOc1ccccc1N(CC(=O)Nc1c(C)n(C)n(-c2ccccc2)c1=O)S(=O)(=O)c1ccccc1	-3	96	99	-4	10	-3	-3	0	-4	98	-18
O=S(=O)(c1ccc(F)cc1)N1CCN(CC(O)COCc2cccs2)CC1 (stereo not drawn)	-8	95	100	-12	48	-7	-6	-1	-2	94	18
O=C1CCC(=O)N1c1ccc(S(=O)(=O)N2CCCC2)cc1	0	98	100	-3	23	0	-2	1	3	100	-3
NNC(=O)c1ccc(CN2CCCCC2)o1	-5	100	99	-2	10	-2	-3	0	-4	94	-35
Cc1nc2ccccc2n1CC(=O)N/N=C\C=C\c1ccccc1	-1	95	103	-2	14	-2	0	0	-1	99	-58
O=C(/C=C/c1ccc(Cl)c([N+](=O)[O-])c1)Nc1ccc(NC(=O)c2ccco2)cc1	-6	94	97	-18	18	-11	-11	-9	-8	92	40
CCOC(=O)Cc1csc(N/C(=N/S(=O)(=O)c2cc(Br)ccc2OCC)c2ccccc2)n1	-8	100	102	-18	20	-10	-4	-14	-8	100	-33
O=C(c1ccc([N+](=O)[O-])cc1)N(C1=NCCCCS1)c1ccccc1	-6	102	97	-13	31	-10	-5	-1	-3	104	6
Cc1ccc(OCCC(=O)Nc2ccc(F)c(Cl)c2)cc1	-8	98	99	-16	15	-9	-12	-7	-6	102	-4
CSc1ccccc1C(=O)NCCOc1cccc(C)c1	-1	u	89	-4	15	-2	-2	0	0	88	-28
The list goes on.
SMILES	Bcl-XL Bim block	RGS7-Gao	RGS8-Gao	Bfl-1 Bim block	GSH bead fluor	Bcl-2 Bim block	Bcl-B Bim block	Mcl-1 Bim block	Bcl-W Bim block	RGS4-Gao reg	Mcl1-Bid inh
COc1cc2c(cc1OC)C(C(=O)NCCN1CCOCC1)C1c3ccccc3CCN1C2=O (stereo not drawn)	-3	95	102	-9	12	-10	-6	0	0	97	-21
CCCCn1c(Nc2ccccc2)nc2ccccc21	-2	103	95	-12	57	-7	-6	-1	0	94	13
Cc1cc(O)ccc1N=Cc1c(C(F)(F)F)[nH][nH]c1=O	1	100	98	0	14	2	0	0	-2	102	-40
COc1ccc(S(=O)(=O)N(C)CC(=O)Nc2cccc(C(C)=O)c2)cc1	-9	92	95	-17	32	-10	-10	-2	-2	93	-8
Cn1c(NCCCN2CCOCC2)nc2c1c(=O)n(Cc1ccc(Cl)cc1)c(=O)n2C	-6	106	105	0	9	-1	-2	-3	-3	106	-104
CC1CCN(CCCNC(=O)CCCNC(=O)Cn2cnc3sc4c(c3c2=O)CCCC4)CC1	-13	98	97	-7	57	-4	-3	0	2	97	-15
CC(C)c1ccc(/C=C(/C#N)c2nnc(NC(=O)c3ccccc3)s2)cc1	-3	99	102	-13	14	-6	-7	0	-2	102	1
CC1CCCCN1Cc1ccc(N(C)C)cc1 (stereo not drawn)	-1	100	101	0	13	-2	0	0	-3	99	-25
NS(=O)(=O)c1cc(C(=O)N2CCc3ccccc32)c(Cl)cc1Cl	-7	97	102	-16	15	-4	-6	0	-1	101	-39
CC(NC(=O)CCc1nnc(-c2ccccc2)o1)c1ccccc1 (stereo not drawn)	0	99	105	-4	13	3	0	0	0	108	-12
Cc1ccnc(SCc2nc3ccccc3s2)n1	-7	100	98	-10	41	-9	-9	-2	2	102	-16
Cc1oc2cc(O)cc(O)c2c(=O)c1-c1ccc2c(c1)OCCCO2	-2	97	100	-2	14	-2	-3	-6	-2	101	18
O=C(CSc1ccc(-c2ccncc2)nn1)N1CCCC1	0	103	112	-2	11	0	-1	-2	0	98	-4
COc1ccccc1N1CCN(Cc2ccco2)CC1	0	118	111	0	13	1	1	0	0	124	-35
CCOC(=O)C1=C(O)/C(=C/c2ccc(OCC(=O)O)c(OC)c2)SC1=Nc1ccc(OCC)cc1	-4	100	103	-12	9	-9	-7	-5	2	100	-14
c1ccc(-c2nc(C3CCCCC3)no2)cc1	-5	97	103	-11	36	-9	-7	0	0	98	-23
COc1ccc(N2C(=O)C3C(c4ccc(OC)cc4O)NC(Cc4ccccc4)(C(=O)O)C3C2=O)cc1 (stereo not drawn)	0	100	103	2	12	3	0	0	0	102	-27
CCCCN(CC(=O)NCc1ccc(F)cc1)C(=O)c1ccco1	-5	103	107	-6	17	-2	-4	-4	-7	101	-2
COc1ccc2nc(NCCO)[nH]c2c1	-1	102	98	0	20	-3	0	-1	-3	101	-68
Cc1nnsc1SCC(=O)O	0	95	98	-2	15	-1	1	1	0	93	1
Oc1ccc(/C=N/Nc2cc(N3CCOCC3)nc(N3CCOCC3)n2)cc1O	3	79	84	8	5	8	6	2	6	85	-88
CN(CC(=O)Nc1cccc2ccccc12)c1ccc(S(=O)(=O)N2CCOCC2)cn1	-15	102	100	-13	22	-10	-7	-3	-3	97	0
CC(=O)c1c(C)nc(-c2cccc([N+](=O)[O-])c2)n1O	-9	u	94	16	17	4	-27	1	-3	93	-29
CC(C)NC(=O)NC(=O)COC(=O)c1ccc(OC(F)(F)F)cc1	-5	100	85	-1	7	-4	-6	-5	-5	101	-3
CC1CCc2c(sc3ncnc(NCc4cccnc4)c23)C1 (stereo not drawn)	0	106	103	-2	13	-1	-2	2	0	104	-10
Carrying on.
SMILES	Bcl-XL Bim block	RGS7-Gao	RGS8-Gao	Bfl-1 Bim block	GSH bead fluor	Bcl-2 Bim block	Bcl-B Bim block	Mcl-1 Bim block	Bcl-W Bim block	RGS4-Gao reg	Mcl1-Bid inh
COc1ccc(CN2CCCC(C(=O)c3cccc(C(F)(F)F)c3)C2)cc1O (stereo not drawn)	-7	99	101	-8	12	-5	-4	-4	-3	103	-10
COc1ccc(-n2c(SCc3cn4c(C)cccc4n3)nc3ccccc3c2=O)cc1OC	0	u	100	-6	10	-1	-3	0	3	97	-11
CCOCCn1c(C(C)O)nc2ccccc21 (stereo not drawn)	-2	103	100	0	16	-9	-3	-3	-2	101	4
COc1cccc(/C=N/NC(=O)C(=O)N/N=C/c2cccc(OC)c2OC)c1OC	0	98	102	-1	7	-1	0	1	0	104	-46
CCC(=O)n1nc(-c2ccc(Cl)cc2)nc1NCc1ccccc1	-3	100	105	-11	24	-9	-7	-1	0	103	-16
CCOC(=O)N1CCN(C(=O)CN(C2CCCCC2)S(=O)(=O)c2ccc(F)cc2)CC1	0	101	101	0	21	-1	0	1	0	103	-6
C#CCCCc1nc2ccccc2c(=O)n1N	-5	104	101	-2	11	-2	-2	-2	0	102	-15
COc1cccc(-c2cnc(OC(C)(C)C)nc2OC(C)(C)C)c1	0	99	101	-9	42	-13	-28	-131	2	97	6
CCn1c(SCC(=O)N/N=C/C=C/c2ccco2)nnc1-c1ccccc1	2	103	121	0	14	0	3	1	1	112	-37
COc1ccc2cc(CN(Cc3cccnc3)S(=O)(=O)c3ccccc3)c(=O)[nH]c2c1	-1	96	98	-2	15	-2	-3	-3	0	93	8
O=C(CCc1ccccc1)N1CCN(c2ccc(Cl)cc2)CC1	-2	100	102	-2	17	-6	0	-2	-1	105	-9
COc1ccc(C2CC(C(F)(F)F)n3ncc(C(=O)Nc4c(C)n(C)n(-c5ccccc5)c4=O)c3N2)cc1 (stereo not drawn)	-6	97	100	-2	21	0	-6	-1	-2	96	-15
O=C1Nc2ccccc2/C1=N\N=C\C1=C(N2CCOCC2)C(=C\c2ccccc2)/CC1	3	101	100	5	8	8	1	1	13	101	-44
N/C(Cc1ccc([N+](=O)[O-])cc1)=N\OC(=O)c1ccccc1Br	-7	101	100	-6	9	-7	-6	-4	-3	102	-18
Cc1ccc(Cl)cc1N1CCN(S(=O)(=O)c2ccc3[nH]c(=O)c(=O)[nH]c3c2)CC1	-2	99	100	-3	12	0	-1	-2	0	103	-44
O=C(CCc1nc2ccccc2c(=O)[nH]1)Nc1ccc(Cl)c(Cl)c1	-1	86	69	0	4	0	-1	-1	-1	86	-24
CCCCNC(=O)c1ccc2c(OCC)n(CCCC)nc2c1	-2	99	103	-2	19	-5	-1	-3	-2	98	-22
